NSD2 HMT inh – blocks human histone methyltransferase NSD2; hit rate 0.54% among 310,000; O96028; NSD2 peptide methylation, AlphaScreen, 120 min; AID 743445; inhibition, % at 12.5 µM; in the data active = inhibition above about 50%
Target sequence (O96028 whole entry, looked up): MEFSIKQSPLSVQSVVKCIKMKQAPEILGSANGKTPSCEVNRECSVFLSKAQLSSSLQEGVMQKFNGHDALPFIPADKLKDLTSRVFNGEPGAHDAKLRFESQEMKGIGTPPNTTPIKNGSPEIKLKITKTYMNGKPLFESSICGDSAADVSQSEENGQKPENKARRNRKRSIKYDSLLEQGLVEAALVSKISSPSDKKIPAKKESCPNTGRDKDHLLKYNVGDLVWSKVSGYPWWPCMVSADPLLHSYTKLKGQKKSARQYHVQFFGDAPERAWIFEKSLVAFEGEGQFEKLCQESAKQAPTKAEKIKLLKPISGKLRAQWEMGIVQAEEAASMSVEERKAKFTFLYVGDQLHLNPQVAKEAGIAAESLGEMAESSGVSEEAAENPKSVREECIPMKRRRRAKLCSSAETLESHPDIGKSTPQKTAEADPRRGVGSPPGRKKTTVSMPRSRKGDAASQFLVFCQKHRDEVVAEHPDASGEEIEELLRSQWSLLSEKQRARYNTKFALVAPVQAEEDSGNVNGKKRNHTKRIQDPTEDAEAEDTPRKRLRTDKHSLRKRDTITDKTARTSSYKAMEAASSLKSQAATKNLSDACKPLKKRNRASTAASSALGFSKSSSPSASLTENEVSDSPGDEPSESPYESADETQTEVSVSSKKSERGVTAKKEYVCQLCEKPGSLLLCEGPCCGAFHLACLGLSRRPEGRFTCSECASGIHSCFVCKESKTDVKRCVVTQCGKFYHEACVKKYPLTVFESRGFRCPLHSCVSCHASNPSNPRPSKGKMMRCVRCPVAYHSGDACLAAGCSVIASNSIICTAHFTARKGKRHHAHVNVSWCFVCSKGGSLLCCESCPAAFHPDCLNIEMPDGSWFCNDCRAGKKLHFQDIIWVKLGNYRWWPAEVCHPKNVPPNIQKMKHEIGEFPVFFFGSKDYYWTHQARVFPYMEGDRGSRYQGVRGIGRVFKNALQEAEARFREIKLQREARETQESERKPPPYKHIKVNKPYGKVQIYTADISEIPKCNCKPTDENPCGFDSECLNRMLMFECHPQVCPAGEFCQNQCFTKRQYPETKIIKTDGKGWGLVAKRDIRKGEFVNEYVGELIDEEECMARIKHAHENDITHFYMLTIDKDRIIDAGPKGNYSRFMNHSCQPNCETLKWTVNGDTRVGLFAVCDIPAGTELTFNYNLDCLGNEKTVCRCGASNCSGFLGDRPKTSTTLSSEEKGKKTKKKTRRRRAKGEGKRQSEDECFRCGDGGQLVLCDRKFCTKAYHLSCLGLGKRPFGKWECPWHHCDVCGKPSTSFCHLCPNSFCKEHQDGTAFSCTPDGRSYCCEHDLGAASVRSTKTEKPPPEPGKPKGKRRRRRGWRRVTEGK
Numbers without * were called inactive. Only part of the results is shown, so the mix of outcomes need not match the whole.

Sample of the layout, 3 compounds:
SMILES | NSD2 HMT inh
CC(C)NC(=O)C1(C)CCCN1Cc1ccccc1 (stereo unspecified) | -3
CSc1ccccc1OCc1cc(C(=O)NCC(C)Oc2cccnc2)no1 (stereo unspecified) | -6
CC(C)Oc1cc(F)ccc1-c1cc(C(=O)NCC2CCCCC2)[nH]n1 | -2

The whole of this part, from the start:
SMILES | NSD2 HMT inh
CC(C)NC(=O)C1(C)CCCN1Cc1ccccc1 (stereo unspecified) | -3
CSc1ccccc1OCc1cc(C(=O)NCC(C)Oc2cccnc2)no1 (stereo unspecified) | -6
CC(C)Oc1cc(F)ccc1-c1cc(C(=O)NCC2CCCCC2)[nH]n1 | -2
CCOC(=O)N1CCN(C(=S)NC(=O)c2ccc(F)cc2)CC1 | -6
CC1(C(=O)NCc2ccccc2)CN(S(C)(=O)=O)CC(=O)N1CCCN1CCOCC1 (stereo unspecified) | -2
CN(Cc1ccccc1)C(=O)c1ccc(Nc2nc(CN)cs2)nc1 | 3
O=C(Cc1c(Cl)cccc1Cl)OCC(=O)c1ccc[nH]1 | 0
CC(C)COC(=O)N1CCCC(c2cc(C(=O)Nc3ccccc3Cl)no2)C1 (stereo unspecified) | -2
CC(C)NC(=S)NNc1ncnc2sc3c(c12)CC(C)(C)OC3 | -1
O=c1c2ccccc2c(=O)n(-c2ccccc2)n1CCCCBr | 1
O=C(NCC1CCN(C(=O)C(=O)c2cc3ccccc3o2)CC1)c1ccncc1 | -1
Cc1ccc(-c2cc3nc(-c4ccccc4)cc(NCCCO)n3n2)cc1 | 4
Cc1ccc(S(=O)(=O)NC(=O)C2(C)CCN2C(=O)Cc2ccc(C(C)(C)C)cc2)cc1 (stereo unspecified) | -2
COc1ccc(C(C)(O)c2nc(-c3cccc(C(C)C)c3)cs2)cc1 (stereo unspecified) | -2
Cc1cc(-c2ccc(Cl)cc2)n2ncnc2n1 | -1
O=[N+]([O-])c1ccc(-c2cn3c(n2)SCC3)cc1 | 36
COc1cccc(CNC(=O)c2ccc(F)c(S(=O)(=O)N3CCCCC3)c2)c1 | -1
O=S(=O)(Nc1cc(Sc2cccc3cccnc23)c(O)c2ccccc12)c1ccccc1 | 56*
CC(C)N1CCN(c2ccncc2S(=O)(=O)N2CCCCC2)CC1 | -4
Cc1ccc(C)c(NC(=S)N2CCC(C(=O)c3ccc(F)cc3)CC2)c1 | 8
O=C(Nc1ccc(F)cc1)Nc1cccc(Br)c1 | 24
COC(=O)N1CCCCC1c1cc(C(=O)N2CCOCC2)no1 (stereo unspecified) | -3
COc1cc(CNC(=O)C2CC(O)CN2C(=O)Nc2ccccc2)cc(OC)c1OC (stereo unspecified) | -3
O=[N+]([O-])c1ccc(C=Nc2ccccc2)cc1 | 1
CC(C)c1cccc(-c2csc(C(O)c3ccc(F)c(F)c3)n2)c1 (stereo unspecified) | 18

For convenience, some entries already given.
SMILES | NSD2 HMT inh
COc1cc(CNC(=O)C2CC(O)CN2C(=O)Nc2ccccc2)cc(OC)c1OC (stereo unspecified) | -3
O=[N+]([O-])c1ccc(C=Nc2ccccc2)cc1 | 1
CC(C)c1cccc(-c2csc(C(O)c3ccc(F)c(F)c3)n2)c1 (stereo unspecified) | 18

More structures.
SMILES | NSD2 HMT inh
CNC(=O)c1ccc(CN(C)C(=O)/C=C/c2ccc(S(=O)(=O)N3CCCCCC3)cc2)cc1 | 2
Cc1ccc(NC(=O)CSc2nc3cc(C(=O)NCC4CCCO4)ccc3c(=O)n2CC2CCCO2)cc1 (stereo unspecified) | 0
NC(=O)c1ccc[n+](CC(=O)c2ccccc2)c1 | -3
NC(=S)NN=C1CSSC1 | -4
Cc1ccc(-n2c(SCC(=O)Nc3ccc4cn[nH]c4c3)nnc2-c2ccccc2)cc1 | 0
c1ccc(-c2nnc(-c3ccccn3)c(-c3ccccn3)n2)nc1 | 0
CCC(=O)N1CCCC(C)(C(=O)Nc2ccc(OC)c(F)c2)C1 (stereo unspecified) | -1
O=C(NCc1ccco1)c1cccc(-c2cncc3nccn23)c1 | 33
CC1CCCN1c1ccnc2cc(Cl)ccc12 (stereo unspecified) | 14
O=S(=O)(N[C@H]1CCCC[C@@H]1N1CCOCC1)c1ccc(Cl)cc1 | -3
CCC(=O)N1CCC1(C)C(=O)NCc1ccccc1SC (stereo unspecified) | -1
CCc1nc2ccc(C(=O)Nc3cc(-c4ccccc4)ccc3OC)cn2c1N(C=O)CCC(C)C | 6
CC(=O)Nc1ccc(NC(=O)C2(C)Cc3c(-c4ccc(NC(C)=O)cc4)ccnc3O2)cc1 (stereo unspecified) | -1
CC(=O)Nc1cncc(-c2cccc(C(=O)N3CCOCC3)c2)n1 | 3
C=C(C)C(=O)Oc1ccc(N=Nc2ccc(C)cc2)ccc1=O | 13
OC(c1ccc(F)cc1)c1nc(-c2cc3ccccc3o2)cs1 (stereo unspecified) | -6
COC(=O)c1[nH]c2ccccc2c1NC(=O)c1ccccc1F | -1
Cc1c(COc2ccc3ccccc3c2)nnn1CC(=O)NS(=O)(=O)c1ccccc1C(F)(F)F | 1
CC(C)CCNC(=O)[C@@H](Cc1ccccc1)NC(=O)[C@H]1O[C@@H](n2ccc(=O)[nH]c2=O)[C@H](O)[C@@H]1O | -3
CC(CCCN(C)C)C(Cc1ccccc1)c1ccccc1 (stereo unspecified) | 18
CC(=O)c1cccc(-c2ccnc3c2CC(C(=O)Nc2ccc(F)c(Cl)c2)O3)c1 (stereo unspecified) | -2
O=C(N=Nc1c(O)[nH]c2c(Cl)cc(Cl)cc12)c1ccccc1O | 1
Cc1ccc(-c2cc(C(=O)NCC3(N(C)C)CCCCC3)c3ccccc3n2)o1 | 9
Cc1[nH]nc2c1C(c1ccc(F)cc1)N(Cc1ccccc1)C2=O (stereo unspecified) | -1
O=C(NCCS(=O)(=O)N1CCN(c2ccccc2)CC1)C1CCCCC1 | -4

Among those listed so far, these have bromine.
SMILES | NSD2 HMT inh
O=c1c2ccccc2c(=O)n(-c2ccccc2)n1CCCCBr | 1
O=C(Nc1ccc(F)cc1)Nc1cccc(Br)c1 | 24

The list continues.
SMILES | NSD2 HMT inh
CCc1nc(N2CCN(C(=O)CCCl)CC2)c2c3c(sc2n1)CCCC3 | -1
COc1cc(-c2nnco2)cc(OC)c1OC | -2
CCOc1ccccc1/C=C(\C#N)C(=O)NC1CC1 | 5
Cc1cccn2c(=O)c(/C=C(\C#N)C(=O)NCc3ccco3)c(N3CCCCCC3)nc12 | 5
CSc1ccc(OC2(C)CCN(Cc3ccc(OC(C)C)cc3)C2)cc1 (stereo unspecified) | 5
CC(=O)c1ccc(-c2cnc3c(NC=O)cc(-c4ccc(C(=O)N5CCOCC5)cc4)cn23)cc1 | 0
O=C(/C=C/c1ccc2c(c1)OCO2)NCCS(=O)(=O)N1CCN(c2ccccc2)CC1 | 4
N=c1ncn(C2OC(CO)C(O)C2O)c2nc(Br)[nH]c12 (stereo unspecified) | -3
Cc1ccc2[nH]c3c(N4CCCCCC4)ncnc3c2c1 | -2
CCN(CC)c1ccc2cc(-c3nc(-c4ccc(OC)cc4)cs3)c(=O)oc2c1 | -3
CCc1nc2c(OCC(=O)C(C)(C)C)cccn2c1N(C=O)Cc1ccc(OC)cc1 | -1
[O-][n+]1ccccc1C(O)CSc1ccccc1 (stereo unspecified) | -1
CCc1nc2c(OCc3ccc(OC(F)F)cc3)cccn2c1N(C)C(=O)c1ccc(OC)cc1 | 1
CCc1nc2ccc(C(=O)N3CCN(C(=O)c4ccco4)CC3)cn2c1N(C=O)Cc1ccc(OC)cc1 | 0
N#Cc1cccc(NC(=O)c2cc(C3CCCCN3C(=O)c3ccccc3)on2)c1 (stereo unspecified) | 4
CSc1nnc(-c2cccc(NC(=O)c3ccccc3)c2)n1C | -1
O=C(c1cc(COc2cccc(C(F)(F)F)c2)on1)N1CCCC1 | 0
CC(C)C(NC(=O)C12CC3CC(CC(C3)C1)C2)C(=O)NC1=NCCS1 (stereo unspecified) | 0
CCc1nc2ccc(C(=O)Nc3cccc(OCC(=O)N(C)C)c3)cn2c1N(C)Cc1cc2ccccc2s1 | -2
CCCNC(=O)C1(C)CCCN(Cc2ccc3c(c2)OCO3)C1 (stereo unspecified) | -2
OC(c1ccco1)c1nc(-c2ccc(F)c(Cl)c2)cs1 (stereo unspecified) | 2
Cc1cc(C(=O)N2CCCC(C)(C(=O)NS(=O)(=O)C3CC3)C2)nn1C(C)(C)C (stereo unspecified) | -1
COc1ccc(OC)c(Nc2nc(N)c([N+](=O)[O-])c(NCc3ccccc3)n2)c1 | 0
COc1cccc(C(C)(O)c2nc(-c3cnn(C)c3)cs2)c1 (stereo unspecified) | 3
Cc1ccc(F)c(S(=O)(=O)NC(=O)C2(C)CCN2C(=O)C2(c3ccc(Cl)cc3)CC2)c1 (stereo unspecified) | -2

Remaining list, next part
SMILES | NSD2 HMT inh
CC1(C(=O)Nc2ccc(Cl)c(Cl)c2)CCN1Cc1cc2ccccc2o1 (stereo unspecified) | -1
COc1ccc2nc(NC(=O)/C=C/c3ccc4c(c3)OCO4)sc2c1 | 2
CC1=NN(c2ccccc2)C(=O)C1/C=C1/NC(=S)NC1=O (stereo unspecified) | 0
Cc1ccc(NC(=O)C2(C)CCN2Cc2ccccc2OC(F)F)cc1 (stereo unspecified) | -3
Nc1nc(=O)n(C2OC(CO)C(O)C2O)cc1F (stereo unspecified) | -2
CCc1nc2ccc(C(=O)NCCCn3ccnc3)cn2c1N(C)C(=O)COc1ccccc1 | 0
CCc1nc2ccc(C(=O)NCCCN3CCCC3=O)cn2c1N(CC)C(C)=O | 0
COc1ccc(-c2ccc(C(=O)NCc3ccc(N(C)C)cc3)c3occc23)c(C)c1 | 2
CC(=NNS(=O)(=O)c1ccc(C)cc1)c1ccccc1 | 23
COc1cc(NC(=O)[C@@H]2O[C@H](CO)[C@@H](O)[C@H]2O)cc(OC)c1OC | 2
Cc1cc(C)cc(CC(=O)N2CCC2(C)C(=O)NS(=O)(=O)c2ccc(C#N)cc2)c1 (stereo unspecified) | -4
Cc1cccc(CCNC(=O)c2cc(=O)[nH]c3ccc(Br)cc23)c1 | -3
O=C(NCc1nnnn1-c1ccc(Cl)cc1)C(=O)c1c[nH]c2ccccc12 | -3
Cc1noc(C)c1C(=O)OCC(=O)Nc1cccc(F)c1 | -6
O=C(CSc1nc2ccccc2[nH]1)NN=Cc1c(F)cccc1Cl | -2
CC1(C(=O)NS(=O)(=O)c2cccc(F)c2)CCN1C(=O)C1CCCCC1 (stereo unspecified) | -2
N#Cc1ccc(CN2CCN(C(=O)C3CC(=O)N(c4ccc5c(c4)OCCO5)C3)CC2)cc1 (stereo unspecified) | -1
O=c1cc(C(O)C[N+](=O)[O-])occ1OCc1ccccc1 (stereo unspecified) | -1
COc1cccc(CN2CCC2(C)C(=O)Nc2cccc3cccnc23)c1OC (stereo unspecified) | -1
CCc1nc2ccc(C(=O)NCCOc3ccc(OC)cc3)cn2c1N(C)Cc1ccc(N(C)C)cc1 | 2
COc1ccc(-c2csc(C(O)c3ccc(F)c(F)c3)n2)cc1 (stereo unspecified) | 1
CCc1ccc2c(c1)NC(=O)C2(C)Cc1ccc(C(F)(F)F)nc1 (stereo unspecified) | -2
CNc1nc(N)c([N+](=O)[O-])c(Nc2ccccc2)n1 | -1
C=CCOC(=O)N1CCC(NS(=O)(=O)c2ccc3c(c2)CCN3C(C)=O)CC1 | -1
COc1ccc2[nH]c3c(c(=O)c2c1)CCCC3 | 2

The list continues.
SMILES | NSD2 HMT inh
CC(C)N1CCC(C)(C(=O)Nc2ccccc2Oc2ccccc2)C1 (stereo unspecified) | 2
OC(c1cc(Cl)cc(Cl)c1)c1ncc(-c2cccc(F)c2)[nH]1 (stereo unspecified) | 2
CC(C)NC(=O)C1(C)CCN1C(=O)C(c1ccccc1)c1ccccc1 (stereo unspecified) | -7
CC1(C(=O)NCCc2c[nH]c3ccccc23)CCN1CC1CCCCC1 (stereo unspecified) | 32
Cc1ccc2c(C)nc(Nc3ncc4c(n3)CCCC4=O)nc2c1 | -1
O=C(Nc1ccc(Cl)cc1Cl)O[C@@H]1CC[C@@]23CCCN2C(=O)CCC[C@H]3C1 | 2
COc1ccccc1CNc1nc(NCc2ccc(C)cc2C)c2sccc2n1 | 0
O=C(NNC(=O)c1ccccc1C(=O)O)c1ccc(-c2ccccc2)cc1 | 10
O=C(O)C1CCC2CCCC21 (stereo unspecified) | 2
CCOC(=O)CNC(=O)CSc1nc(C(C)C)nc2c1cnn2-c1ccccc1 | 6
CCC(=O)N1CCC1(C)C(=O)Nc1ccc2c(c1)OCO2 (stereo unspecified) | 1
CC(C)N(C)c1ncnc2c1ncn2[C@H]1CN(Cc2ccccc2)C[C@@H](CO)O1 | 1
O=C1CN(C(=O)COC(=O)c2cc(Cl)ccc2[N+](=O)[O-])c2ccccc2N1 | 0
O=C(NCCc1cn2cccnc2n1)C1CCC(=O)N(Cc2ccccc2F)C1 (stereo unspecified) | -1
COCCNC(=S)N(CCCO)Cc1cc2cc3c(cc2[nH]c1=O)OCO3 | -2
Cc1ccc(NC(=O)CN(C)Cc2c(O)ccc3ccccc23)cc1 | 0
CCCS(=O)(=O)NC(=O)C1(C)CCCN(C(=O)c2cc(OC)ccc2Br)C1 (stereo unspecified) | 5
COc1ccc(NC(=O)C2(C)CCN2C(=O)Cc2ccccc2)cc1OC (stereo unspecified) | 0
COc1ccccc1-c1cccc2nccn12 | -1
O=C(Nc1ccccc1)Nc1nnc([C@@H]2C[C@H](O)[C@@H](CO)O2)s1 | 1
COc1ccccc1NC(=O)c1oc2ccccc2c1C | 0
CC(C(=O)Nc1ccc(S(=O)(=O)N2CCCCC2)cc1)N1CCN(c2ccccn2)CC1 (stereo unspecified) | 38

Bioassay records as filed in PubChem BioAssay.
